Screening data from PubChem BioAssay.
T cell modulator: T cell immune modulation candidate | calls only at 7 µM | hit rate 0.068% among 330,000 | 2C CD8+ T cell-vesicle binding, flow cytometry; stronger effect = lower value;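 active = response, share of CD8 T cells binding vesicles, and their 90th percentile fluorescence all below set limits, cut at about 80% in these data, passing the limit was not always enough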
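Assay system – 2C mouse CD8+ T cells · Also added – QL9-loaded Drosophila micro-vesicles · Timing – Cell–vesicle co-incubation 1.5 h at 37 °C, staining 20 min on ice · Signal – flow cytometry of vesicle-bound cells · Measure – percent CD8+ FL2 mean versus row control · Controls – Peptide-free naked vesicles (low) and QL9 vesicles with 0.7% DMSO vehicle (high)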
WT yeast gro inh: growth inhibition of WT yeast, mitochondrial fusion screen; inhibition, % at 10 µM; mitochondrial fusion phenotypic screen, WT strain; hit rate 2.1% among 190,000; in the data active = inhibition above about 58%; tested in S. cerevisiae
Autophagy mod: alters autophagy in cells | MEF GFP-LC3 puncta imaging; test concentration mostly 10 µM | calls only at 10 µM (by protocol) | hit rate 0.98% among 190,000 | AID 463193;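 active = percentage of spot-positive cells more than 3 SD above its plate mean, without a fluorescence outlier flag or 80% toxicity; inconclusive = no clear call, values can overlap the other calls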;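 note: spot-positive cell cutoff set from DMSO-treated cells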
West Nile antiviral: inhibition of WNV-induced cytopathic effect – cell-based, CPE readout (AID 1621). hit rate 0.02% among 290,000. West Nile virus-infected cells, CPE inhibition; higher % means a stronger effect. CPE inhibition, % at 10 µM; hits with a dose series show IC50 in µM; in the data active = a potency from the dose series; inconclusive = CPE inhibition mostly from about 3.7% at the one dose, without a potency; inactive = the rest, 99 in 100 with CPE inhibition below about 2.2%; note: strong numbers were not always called active
MT stabilize HCS: microtubule stabilization, imaging screen | HeLa tubulin immunostaining HCS, 24 h; share of cells brighter than vehicle mean+2SD | AID 2205 | hit rate 0.83% among 200,000 | % tubulin-high responders, % at 10 µM;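 active = plate Z-score above 3 for both tubulin-high and condensed-nucleus cell shares, with cell loss under 80%, at 10 µM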;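 note: anti alpha tubulin signal scored within the nucleus-defined area of each cell; some results filed as inactive read as strong as hits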
Myeloid diff 2: myeloid differentiation induction; calls only at 10 µM; hit rate 1% among 360,000; ER-HoxA9 myeloid progenitors, lysozyme-GFP differentiation, flow cytometry; AID 624256;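 active = normalized GFP-positive differentiation at or above the plate's own cutoff, the solvent-only control mean plus 3 SD; inconclusive = no clear call, values can overlap the other calls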;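 note: cells exposed to compound for four days before flow analysis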
Insulin prom up: MIN6 insulin promoter up-regulation; hit rate 0.3% among 190,000; z-score at 5 µM; AID 1625; MIN6 insulin promoter-GFP reporter, high-content imaging; stronger effect = higher value;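 active = z-score above 3 at 5 µM with at least 500 cells counted in the well; inconclusive = wells under 500 cells, flagged as cytotoxic or low count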
b-catenin transl: beta-catenin nuclear translocation modulation. HeLa beta-catenin nuclear translocation, immunofluorescence imaging. nuclear translocation activity, % at 5 µM. hit rate 0.3% among 190,000;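 active = nuclear translocation activity above 50% at 5 µM, with a well cell count of 50 or more; inconclusive = wells under 50 cells across six images, flagged as toxic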;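 note: per-cell ratio of nuclear to cytoplasmic median beta-catenin stain intensity; plate controls were DMSO negative control for no effect and GSK-3 inhibitor IX positive control for full effect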
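Test system: HeLa cells, endogenous beta-catenin; Compound: single 5 µM dose plus 0.02–20 µM confirmation series; Times: compound exposure 24 h at 37°C; Signal: fluorescence imaging of beta-catenin antibody stain plus DAPI; Read-out: % activation, nuclear-to-cytoplasmic median beta-catenin signal ratio per cell.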
Lipid droplet: hepatic lipid droplet formation modulation; AML12 mouse hepatocytes, oleate lipid droplets, BODIPY imaging; inhibition, % at 6.5 µM; hit rate 0.4% among 240,000; AID 1656;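 active = lipid droplet intensity inhibited by at least 50%, with more than 500 cells counted; inconclusive = wells with under 300 cells, treated as cytotoxic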
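System: AML12 hepatocytes (mouse). Probe or stimulus: oleic acid at 100 µM to induce lipid droplet formation. Times: overnight treatment with compound plus oleate. Detection: Image-based BODIPY and DAPI two-channel analysis. Evaluation: percent inhibition of filter-corrected integrated lipid droplet intensity per well.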
WT yeast gro inh mutant strain: also measured in WT yeast gro inh; calls as there; inhibition, %; mitochondrial fusion phenotypic screen, mutant strain inhibition
Insulin prom up cell count: second read-out of Insulin prom up, no call of its own (marks repeat the call); cell count; measured here: cytotoxicity, nuclei count;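 total cells summed across four imaged fields per well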
Lipid droplet cells 6.5 µM: also measured in Lipid droplet; calls as there; cell count; measured here: cell count, cytotoxicity flag;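 cells counted across two imaged fields per well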
b-catenin transl cell count 5 µM: also measured in b-catenin transl; calls as there; cell count; measured here: cell count, cytotoxicity flag
T cell modulator vesicle-bound %: recorded beside T cell modulator, whose call it bears; double positive events, %; measured here: CD8+ vesicle-bound cell fraction;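 binding gate set so that unloaded-vesicle control wells show 10% double positive cells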
MT stabilize HCS Hoechst-high %: recorded beside MT stabilize HCS, whose call it bears; % Hoechst-high responders; measured here: nuclear condensation Hoechst responders;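 share of cells brighter than vehicle mean plus two SD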
MT stabilize HCS cytotoxicity %: further read-out of MT stabilize HCS, marked with its call; toxicity, %; measured here: cytotoxicity by cell density;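 0% = mean cell density of plate MIN control wells and 100% = no cells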
Autophagy mod cell loss 18 h: also measured in Autophagy mod; calls as there; toxicity, %; measured here: cell loss, nuclei count;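 cell loss after 18 h compound exposure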
Myeloid diff 2 GFP+ MAC1+ %: further read-out of Myeloid diff 2, marked with its call; GFP+ MAC1+ double positive, %; measured here: differentiation confirmed by MAC1 staining
* marks the source's active call; other numbers are inactive results; i = inactive; ? = inconclusive; nt = no result given; + = active, no number.

SMILES	T cell modulator	T cell modulator vesicle-bound %	WT yeast gro inh	WT yeast gro inh mutant strain	Autophagy mod	Autophagy mod cell loss 18 h	West Nile antiviral	MT stabilize HCS	MT stabilize HCS Hoechst-high %	MT stabilize HCS cytotoxicity %	Myeloid diff 2	Myeloid diff 2 GFP+ MAC1+ %	Insulin prom up	Insulin prom up cell count	b-catenin transl	b-catenin transl cell count 5 µM	Lipid droplet	Lipid droplet cells 6.5 µM
COc1ccc(-c2c(C)oc3ccc(C)cc23)cc1	i	31	12	20	i	-23	0.6%	2.4	2.2	2.1	i	0.2	-0.04	1281	0.2	1473	nt	nt
CCN(CC)c1ccc(NC(=O)C2CCCN(S(=O)(=O)c3cnc[nH]3)C2)c(C)c1 (stereo not drawn)	i	46	-9	-3	i	-3	0.5%	5.8	4.5	8.7	i	2.7	0.28	894	nt	nt	nt	nt
Cc1nc(-c2nc(-c3c(C(=O)NNC(=O)Nc4ccccc4)noc3C)cs2)cs1	i	56	nt	nt	nt	nt	0.5%	nt	nt	nt	i	0.4	-0.53	1451	-6.5	1201	20	710
Cc1cc(OCCCCNC(C)C)cc(C(C)C)c1	i	51	19	27	i	0	-1.0%	2.3	2.4	1.2	i	1.7	0.36	1282	-1.1	568	17	630
CCSCc1nnc(SCC(=O)Nc2nc3ccccc3s2)n1C	i	7	7	-5	i	-8	0.1%	2.4	2.0	7.0	i	1.4	0.86	1349	-0.7	1129	21	750
O=C(Nc1ccc(F)cc1F)N1CCCN(c2ccc(C(F)(F)F)cn2)CC1	i	16	nt	nt	nt	nt	-0.5%	nt	nt	nt	i	0.5	-0.28	1084	0.6	1311	-19	662
C=C(C)CSc1nnc2n(N)c(=O)c3ccccc3n12	i	20	12	-6	i	5	-0.1%	1.6	1.5	11	i	1.0	0.01	966	nt	nt	-3	820
CC1CCN(c2ccc3nnc(CCC(=O)NC(C)C)n3n2)CC1	i	50	nt	nt	nt	nt	-0.8%	nt	nt	nt	i	0.6	nt	nt	nt	nt	4	830
O=C(CCc1ccccc1)Nc1ccc(NC(=O)c2ccco2)cc1	i	11	4	-2	i	2	0.7%	3.7	1.7	1.1	i	6.1	-0.48	1130	-6.0	1035	nt	nt
Cc1ccc(S(=O)(=O)N2CCOC2CNC(=O)C(=O)NCCc2ccc(S(N)(=O)=O)cc2)cc1 (stereo not drawn)	i	32	nt	nt	nt	nt	0.0%	nt	nt	nt	i	0.7	-0.91	932	-0.5	1302	-23	671
CC1(C)CC(=O)C=C(Nc2ccc(C(=O)O)cc2)C1	i	40	-9	-2	i	5	0.1%	2.8	1.1	68	+	3.8*	nt	nt	-0.8	441	10	765
Cn1cc([N+](=O)[O-])c(C(=O)NC2CCCCCCC2)n1	i	33	nt	nt	nt	nt	-0.3%	nt	nt	nt	i	0.5	nt	nt	nt	nt	-6	629
CCN1CCN(c2cc(C)c3cc(NC(=S)N4CCN(c5ccccc5F)CC4)ccc3n2)CC1	i	24	36	21	i	-1	1.5%	0.1	3.3	6.4	i	0.4	-0.5	952	-3.7	1114	10	702
Cc1csc(NC(=O)c2nc(-c3ccccc3)n(-c3ccccc3)n2)n1	i	39	57	51	i	31	0.8%	2.2	2.2	0.3	i	0.6	-0.65	1112	-5.8	1009	nt	nt
Clc1ccc(/C=N/Nc2nnc(-c3ncc[nH]3)c3ccccc23)cc1	i	29	36	5	i	1	-0.1%	3.5	1.7	8.6	i	2.4	-0.35	1655	6.9	1300	nt	nt
Cc1nc2[nH]onc2c2nccc(=O)c12	i	16	-2	-51	i	3	-0.1%	5.3	1.8	3.1	i	0.3	0.35	1280	nt	nt	0	782
O=C(O)c1cccc(N/N=C/c2cccs2)c1	i	52	-9	19	i	2	0.7%	4.9	1.5	12	i	0.3	0	1335	-1.4	999	13	705
CN(CC(=O)N1CCc2ccccc21)S(=O)(=O)c1cccc2cccnc12	i	24	9	4	i	9	1.5%	4.2	2.1	9.4	i	0.9	0.2	865	-0.7	1168	nt	nt
COc1ccccc1C(=O)NCCNc1nc2cc(C)cc(C)c2cc1C#N	i	53	nt	nt	nt	nt	-0.6%	nt	nt	nt	i	0.5	nt	nt	nt	nt	-18	751
CN1CCN(S(=O)(=O)c2ccc(N3CCN(C(=O)c4ccccc4)CC3)nc2)CC1	i	24	12	-20	i	9	-0.7%	6.3	2.1	13	i	0.2	-0.15	1534	1.6	1093	-4	653
COc1ccc(-c2oc3ccccc3c(=O)c2OC(C)=O)cc1	i	32	20	0	i	3	0.0%	6.7	0.8	2.4	i	2.1	0.76	1658	-4.5	1058	4	686
CS(=O)(=O)N1CCN(c2ccccc2NC(=O)c2cccnc2)CC1	i	59	0	0	i	-13	0.4%	4.0	1.9	0.2	i	0.3	0.13	1211	nt	nt	-10	644
Cc1ccc(/C=C2\SC(=S)N(CCCC(=O)Nc3cccnc3)C2=O)cc1	i	18	nt	nt	nt	nt	?	nt	nt	nt	?	nt	nt	nt	nt	nt	17	656
O=C1OC(/C=C/c2ccc(Cl)cc2Cl)=NC/1=C\c1cccs1	i	23	-17	-8	i	-4	0.9%	4.4	3.1	4.1	i	0.3	nt	nt	-1.2	1013	20	640
COCCCN(Cc1ccccn1)S(=O)(=O)Cc1ccccc1	i	59	-16	-1	i	-6	-0.2%	2.3	2.6	13	i	0.6	-0.41	1267	-2.2	571	-6	758

Next part.
SMILES	T cell modulator	T cell modulator vesicle-bound %	WT yeast gro inh	WT yeast gro inh mutant strain	Autophagy mod	Autophagy mod cell loss 18 h	West Nile antiviral	MT stabilize HCS	MT stabilize HCS Hoechst-high %	MT stabilize HCS cytotoxicity %	Myeloid diff 2	Myeloid diff 2 GFP+ MAC1+ %	Insulin prom up	Insulin prom up cell count	b-catenin transl	b-catenin transl cell count 5 µM	Lipid droplet	Lipid droplet cells 6.5 µM
CCN(CC)CCNCc1cc(Cl)c(OCC(=O)Nc2ccccc2)c(OC)c1	i	42	-5	5	i	0	1.9%	3.0	4.3	4.7	i	0.6	-0.82	1653	-4.3	1153	19	673
Cc1c(N=C2SCC(=O)N2/N=C\c2ccc(Br)cc2)c(=O)n(-c2ccccc2)n1C	i	49	18	17	i	-5	0.3%	2.5	3.8	9.3	i	0.8	0.04	1417	-0.5	1023	9	689
Cc1ccc(-n2c(O)c(C=NC3CCS(=O)(=O)C3)c3ccccc3c2=O)cc1 (stereo not drawn)	i	39	-21	7	i	8	2.0%	1.7	1.0	1.4	i	7.5	-0.2	1554	2.2	1330	nt	nt
CC(=O)Nc1ccc2c(c1)nc(CCN1CCN(c3ccccn3)CC1)n2C	i	50	nt	nt	nt	nt	-0.2%	nt	nt	nt	i	0.7	nt	nt	nt	nt	-1	758
O=C(NC(=S)Nc1ccccc1N1CCOCC1)c1cccc([N+](=O)[O-])c1	i	63	nt	nt	nt	nt	-0.5%	nt	nt	nt	i	0.2	nt	nt	nt	nt	-17	723
Cc1cc(C)cc(NC(=O)c2cc(C)nc3ccccc23)c1	i	37	nt	nt	nt	nt	-0.5%	nt	nt	nt	i	0.4	nt	nt	nt	nt	-3	832
COC(=O)C1=C(C)N(CCc2cc(OC)c(OC)c(OC)c2)C(=O)N[C@H]1c1ccc(Br)cc1	i	10	8	-11	i	9	nt	2.4	2.2	8.3	nt	nt	-1.3	1396	nt	nt	-79	672
CN1CCN(C(=O)/C(=C/c2ccc(F)cc2)c2ccsc2)CC1	i	1	-1	15	i	-6	-1.0%	3.9	2.3	0.2	i	0.6	-0.09	1442	-1.6	1071	17	675
CCN(C(=O)Cc1nc(N)n[nH]1)C1(C(=O)Nc2ccccc2)CCCCC1	i	10	4	8	i	9	-0.5%	4.2	2.0	7.1	nt	nt	-0.16	1273	-1.2	1123	8	662
O=C(CNC(=S)N(CCCN1CCOCC1)Cc1cccs1)NC1CCCCCCC1	i	55	-11	2	i	1	-1.7%	3.0	2.9	10	i	1.2	nt	nt	1.6	1116	-5	568
CC(C)c1cc(C(=O)NC2CCCCC2)no1	i	40	7	3	i	8	0.5%	3.7	1.7	1.7	i	5.7	nt	nt	-0.2	1149	-4	688
COc1cc(/C=N/N2CCN(c3ccccc3)CC2)cc(OC)c1OC(C)=O	i	59	nt	nt	nt	nt	-0.5%	nt	nt	nt	i	0.6	nt	nt	nt	nt	5	808
COc1ccccc1-n1c(=O)[nH]c2c(C(N)=O)nc(CC(C)C)nc21	i	28	10	-1	i	0	0.8%	5.0	4.7	5.7	i	0.3	0.5	976	-6.5	1174	nt	nt
CCCN(CCC)c1nc2ccccc2n2c(C)nnc12	i	12	22	22	i	-2	0.0%	3.7	3.1	6.6	i	0.4	0.16	1149	0.4	1071	6	746
COc1ccc(CNC(=O)CCCn2nc(C)c3c(C)n(-c4ccc(C)cc4)nc3c2=O)cc1	i	11	nt	nt	nt	nt	-0.7%	nt	nt	nt	?	nt	nt	nt	nt	nt	0	755
c1ccc(Cn2ncc3c(NCc4ccco4)ncnc32)cc1	i	6	-3	-10	i	0	0.9%	11	3.2	20	i	21	1.4	1045	1.7	1147	nt	nt
Cc1ccc(C(=O)NCC#N)cc1	i	47	15	9	i	3	-0.1%	2.0	2.2	8.4	i	0.2	-1	1247	-1.3	1052	6	688
CC(C)n1nnnc1SCC(=O)Nc1ccccc1F	i	20	nt	nt	nt	nt	-0.2%	nt	nt	nt	i	0.5	nt	nt	nt	nt	-14	724
CN(C(=O)c1ccncc1)C1CCCN(Cc2ccccc2F)C1 (stereo not drawn)	i	56	nt	nt	nt	nt	-0.3%	nt	nt	nt	i	0.9	nt	nt	nt	nt	11	867

Hits appear at their usual frequency; about 3.9% have a hit in one of these screens.
